CAL PDZ FP: CAL PDZ (human) peptide binding inhibition | Q9HD26 | purified CAL PDZ, TMR-peptide fluorescence polarization, 1 h | inhibition, % at 24.9 µM | 300,000 compounds, 0.92% hits | AID 602252;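 active = mean inhibition of at least 30% with at least half of replicates also reaching 30%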;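 also: 0% = DMSO neutral control and 100% = excess unlabeled competitor peptide PRC23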
HTR5A inv ag: inverse agonist of human HTR5A in OPRM1-OPRD1 counter-screen; HTR5A cell line, luminescence, inverse agonism; inhibition, % at 9.3 µM; 340,000 compounds, 0.083% hits; AID 504634; in the data active = inhibition mostly above about 23%, no sharp cut-off; inactive = mostly below about 18%;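 also: 0% = cells with DMSO and 100% = no-cell wells with DMSO; some compounds called inactive have numbers as strong as hits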
Target sequence (P47898 whole entry, looked up): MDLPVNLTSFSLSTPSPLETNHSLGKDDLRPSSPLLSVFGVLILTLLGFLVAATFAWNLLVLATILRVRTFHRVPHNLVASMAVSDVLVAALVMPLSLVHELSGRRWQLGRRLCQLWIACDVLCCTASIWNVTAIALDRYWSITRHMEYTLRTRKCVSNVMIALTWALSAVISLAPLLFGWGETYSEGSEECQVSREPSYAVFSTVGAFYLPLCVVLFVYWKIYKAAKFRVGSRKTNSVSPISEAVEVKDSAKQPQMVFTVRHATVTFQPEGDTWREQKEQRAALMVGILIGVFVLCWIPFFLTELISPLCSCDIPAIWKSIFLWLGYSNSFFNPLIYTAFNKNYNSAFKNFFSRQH
HTR5A ag ctr: HTR5A agonism, opioid heterodimer counter-screen; P47898; HTR5A agonist assay, luminescence, cell-based; activation, % at 9.3 µM; 340,000 compounds, 0.61% hits; in the data active = activation mostly above about 9.5%, no sharp cut-off; inactive = mostly below about 7.6%;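 also: 0% = cells with vehicle only and 100% = reference agonist; strong numbers were not always called active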
Keap1-Nrf2 PPI: disrupts human Keap1 binding to Nrf2 peptide; Q14145; Keap1 Kelch-Nrf2 peptide fluorescence polarization, 1536-well; inhibition, % at 9.4 µM; 340,000 compounds, 0.15% hits; AID 504523; in the data active = inhibition above about 12%;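 also: human Keap1 Kelch domain with fluorescein labeled Nrf2 9mer peptide probe; 0% = neutral control wells and 100% = peptide positive control; higher means more block of Keap1 binding to Nrf2 peptide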
Target sequence (Q14145 whole entry, looked up, the tested form may be a part): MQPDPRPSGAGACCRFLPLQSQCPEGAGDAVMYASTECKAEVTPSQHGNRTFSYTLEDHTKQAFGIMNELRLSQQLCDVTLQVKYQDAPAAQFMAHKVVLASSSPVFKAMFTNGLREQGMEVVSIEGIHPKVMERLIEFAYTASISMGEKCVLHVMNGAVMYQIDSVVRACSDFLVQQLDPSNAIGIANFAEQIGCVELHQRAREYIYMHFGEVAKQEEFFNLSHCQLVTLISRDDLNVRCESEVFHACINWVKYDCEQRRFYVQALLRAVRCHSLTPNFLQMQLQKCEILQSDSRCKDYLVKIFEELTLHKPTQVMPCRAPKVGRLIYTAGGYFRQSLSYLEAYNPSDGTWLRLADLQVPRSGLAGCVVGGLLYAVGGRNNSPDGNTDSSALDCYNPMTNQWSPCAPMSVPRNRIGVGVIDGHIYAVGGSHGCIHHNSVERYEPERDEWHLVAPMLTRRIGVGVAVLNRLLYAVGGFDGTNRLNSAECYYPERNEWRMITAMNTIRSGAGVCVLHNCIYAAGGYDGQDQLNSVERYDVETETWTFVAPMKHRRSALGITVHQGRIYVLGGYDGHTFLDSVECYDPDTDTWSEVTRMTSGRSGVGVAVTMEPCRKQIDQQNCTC
cardiac RTF act: increases calcium sensitivity of human cardiac regulated thin filaments | P19429+P45379 | IANBD-labeled TnC RTF fluorescence at EC20 calcium; 0% EC20 calcium, 100% full calcium | activation, % at 7.2 µM | 340,000 compounds, 0.24% hits;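 active = activation above the mean over all tested compounds plus 3 SD, cut at about 30% in these data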;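 also: rise in fluorescence read as greater calcium sensitivity of cardiac thin filaments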
OPRM1-OPRD1 ag: agonists of human mu-delta opioid receptor heterodimerization. P35372+P41143. cells, OPRM1-OPRD1 heterodimerization, luminescence. activation, % at 9.3 µM. 340,000 compounds, 0.3% hits. AID 504326; in the data active = activation above about 18%;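 also: 0% = vehicle-treated cells and 100% = reference agonist; values of inactives mirror those of a sister screen read the other way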
MOR-DOR inv ag: mu-delta opioid heterodimer inverse agonism. 340,000 compounds, 0.21% hits. AID 504357. cell-based MOR-DOR heterodimer luminescence. inhibition, % at 9.3 µM. P35372+P41143; in the data active = inhibition above about 22%, passing the limit was not always enough;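 also: 0% = cells with DMSO and 100% = wells without cells with DMSO; values of inactives mirror those of a sister screen read the other way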
Cardiac RTF inh: cardiac RTF calcium desensitization; inhibition, % at 7.15 µM; IANBD-labeled cardiac RTF, Ca2+ fluorescence; P19429+P45379; 340,000 compounds, 0.12% hits; AID 493244;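 active = inhibition above the mean inhibition of all tested compounds plus 3 SD, cut at about 17% in these data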;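 also: assay run at fixed EC70 calcium of 1.6 mM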
V-ATPase pH: regulators of yeast V-ATPase proton transport | response, % at 10 µM | S. cerevisiae, pHLuorin cytosolic pH fluorescence | 350,000 compounds, 0.37% hits; in the data active = response mostly above about 7.3%, no sharp cut-off; inactive = mostly below about 5.4%; also: actives read high; inactives centre near 0; some compounds called inactive have numbers as strong as hits; reference of the scale not given here
C-LANA FP: KSHV C-LANA DNA binding inhibition | MBP-C-LANA/FAM-LBS DNA binding, fluorescence polarization | inhibition, % at 9 µM | 340,000 compounds, 0.078% hits | AID 504423;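 active = highest replicate inhibition at or above 60% at 9 µM, even if other replicates fall short; inactive = all replicates below 60% inhibition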;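 also: 0% = neutral control wells and 100% = 4 µM acridine orange control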
Starred values were filed as active, the others as inactive; . = not tested or not shown.

Structure	CAL PDZ FP	HTR5A inv ag	HTR5A ag ctr	Keap1-Nrf2 PPI	cardiac RTF act	OPRM1-OPRD1 ag	MOR-DOR inv ag	Cardiac RTF inh	V-ATPase pH	C-LANA FP
COc1ccc(CN2CCN(S(=O)(=O)c3ccc(F)cc3)CC2)c(OC)c1OC	-17	-7	-3	-7	0	-0.9	5	-10	-2	-1.7
Cc1nc2c(-c3ccccc3)cnn2c(N2CCOCC2)c1C	-1	-3	1	4	-6	-0.8	5	4	1	0.8
Cc1ccc(C(=O)Nc2nc(C(C)(C)C)cs2)s1	-1	12	0	0	-2	0.3	-1	9	4	0.6
COc1ccc(C(=O)/C(C#N)=N/Nc2cccc([N+](=O)[O-])c2)cc1	1	-15	6	1	-2	0.7	-3	1	-4	-1.5
COc1ccc(CNC(=O)/C=C/c2cc([N+](=O)[O-])ccc2OC(F)F)cc1	.	1	0	1	-3	-0.1	0	2	-4	0.3
Cc1ccc(C(=O)CSc2nnc3n2CCCCC3)s1	-3	-16	6	-4	0	-0.8	3	-3	1	-0.3
O=C(Nc1cccc(NC(=O)C2CCCO2)c1)c1ccco1 (stereo unspecified)	-5	-12	4	-6	1	1.7	-12	-7	-4	-0.5
O=C(OC(C(=O)NC1CCCCC1)c1ccc(C(F)(F)F)cc1)c1ccco1 (stereo unspecified)	-2	9	2	-2	-9	3.1	-17	0	-3	0.7
COc1ccc(OC)c(/C=N/NC(=O)C(=O)N2CCCCCC2)c1	4	17	-4	4	-7	-1.0	7	-9	-2	-3.9
COc1ccccc1CNC(=O)C1CC(=O)N(c2ccc(C)c(C)c2)C1 (stereo unspecified)	2	-16	-7	-2	0	-3.0	17	-2	0	-0.5
CCOC(=O)c1ccc(NC(=O)CSc2nc(N)c(NC(=O)c3ccc(Br)o3)c(=O)[nH]2)cc1	-1	-1	1	-4	3	-0.9	5	-3	-2	0.2
O=C(O)C(Cc1ccccc1)N1C(=O)c2cccc3cccc(c23)C1=O (stereo unspecified)	3	0	0	-4	8	-1.0	5	2	1	0.1
COC(=O)c1sc(SC)c(S(=O)(=O)C(C)C)c1N	-2	-4	0	-4	1	-2.8	15	3	2	-0.5
NS(=O)(=O)c1ccc(NC(=S)Nc2ccn(Cc3cccc4ccccc34)n2)cc1	-2	-1	0	-4	10	-2.5	12	-5	0	1.7
CN(c1ncnc(N)c1[N+](=O)[O-])C1CCCCC1	-2	2	-1	-3	-11	-1.5	7	3	-6	-0.8

Some entries already given with just CAL PDZ FP and C-LANA FP.
SMILES	CAL PDZ FP	C-LANA FP
COc1ccc(CNC(=O)/C=C/c2cc([N+](=O)[O-])ccc2OC(F)F)cc1	.	0.3
Cc1ccc(C(=O)CSc2nnc3n2CCCCC3)s1	-3	-0.3

Remaining list, next part
Structure	CAL PDZ FP	HTR5A inv ag	HTR5A ag ctr	Keap1-Nrf2 PPI	cardiac RTF act	OPRM1-OPRD1 ag	MOR-DOR inv ag	Cardiac RTF inh	V-ATPase pH	C-LANA FP
O=C(Cn1cnc2ccccc2c1=O)N(Cc1ccco1)c1ccc(O)cc1	-2	-21	-6	-3	0	0.1	-1	-20	4	-0.3
O=C(c1ccc([N+](=O)[O-])o1)N1CCN(Cc2ccccc2)CC1	-2	9	-2	-6	-3	7.3	-36	-10	0	1.8
Cc1noc(C)c1NC(=O)N(C)C[C@@H]1Oc2ccc(NC(=O)CCC(F)(F)F)cc2CC(=O)N([C@@H](C)CO)C[C@@H]1C	1	-1	-3	3	0	0.3	-2	1	-1	-5.8
Cc1ccc(NC(=O)CCN2CCN(C)CC2)cc1	-3	-5	1	-3	-4	-1.9	9	-6	-1	0.8
Cc1ccc(CNC(=O)Cc2ccc(-n3c(=O)[nH]c4ccsc4c3=O)cc2)cc1	.	0	2	2	-1	-3.5	19	0	0	0.6
O=C(OCCCN1C(=O)c2ccccc2C1=O)c1ccco1	5	5	-2	0	6	-3.6	15	-8	-1	0.2
COC(=O)C1=C(C)N(C)C(=O)NC1c1cc2c(cc1Br)OCO2 (stereo unspecified)	-2	8	-2	4	1	0.1	-1	-11	-2	3.3
Cc1ccc(-n2c(C)c3c(C)nnc(C)c3c2C)cc1N	0	4	-2	-5	4	-0.6	3	-6	0	1.5
CC(C)(C)c1ccc(C(=O)N2CCN(c3ncccn3)CC2)cc1	2	6	-1	-9	-4	-0.2	1	-14	2	1.9
CCN(CC)CCn1c2ccc(F)cc2c2nc(C)sc21	-4	-4	2	-5	4	-2.9	16	-1	-1	-1.1
COC(=O)c1cc(=O)n(Cc2ccc3c(c2)OCO3)c(=Nc2ccc(F)cc2)s1	3	11	-1	4	0	-2.5	15	-6	-2	-1.3
COc1ccc(CC(NC(C)=O)C(=O)NC2CCN(c3nnnn3-c3ccccc3)CC2)cc1 (stereo unspecified)	-5	11	7	-3	9	-0.3	2	-4	5	-1.3
COc1ccc(CCN2C(=O)C3C4C=CC(C3C2=O)C2C(=O)N(CCc3ccc(OC)c(OC)c3)C(=O)C42)cc1OC (stereo unspecified)	.	-4	1	-1	-6	0.9	-5	4	-3	0.0
CCOC(=O)CC(NS(=O)(=O)Cc1ccccc1)c1ccc(C)cc1 (stereo unspecified)	3	10	-4	0	4	-1.2	6	-4	-2	-0.5
CC(=O)C(C(c1ccccc1)N1CCCc2ccccc21)N1CCOCC1 (stereo unspecified)	.	3	-1	1	0	0.2	-1	0	0	1.3

Continued; it opens with the 5 that closed the last part.
Structure	CAL PDZ FP	HTR5A inv ag	HTR5A ag ctr	Keap1-Nrf2 PPI	cardiac RTF act	OPRM1-OPRD1 ag	MOR-DOR inv ag	Cardiac RTF inh	V-ATPase pH	C-LANA FP
COC(=O)c1cc(=O)n(Cc2ccc3c(c2)OCO3)c(=Nc2ccc(F)cc2)s1	3	11	-1	4	0	-2.5	15	-6	-2	-1.3
COc1ccc(CC(NC(C)=O)C(=O)NC2CCN(c3nnnn3-c3ccccc3)CC2)cc1 (stereo unspecified)	-5	11	7	-3	9	-0.3	2	-4	5	-1.3
COc1ccc(CCN2C(=O)C3C4C=CC(C3C2=O)C2C(=O)N(CCc3ccc(OC)c(OC)c3)C(=O)C42)cc1OC (stereo unspecified)	.	-4	1	-1	-6	0.9	-5	4	-3	0.0
CCOC(=O)CC(NS(=O)(=O)Cc1ccccc1)c1ccc(C)cc1 (stereo unspecified)	3	10	-4	0	4	-1.2	6	-4	-2	-0.5
CC(=O)C(C(c1ccccc1)N1CCCc2ccccc21)N1CCOCC1 (stereo unspecified)	.	3	-1	1	0	0.2	-1	0	0	1.3
O=[N+]([O-])c1ccccc1S(=O)(=O)N1CCN(c2ccccn2)CC1	-1	4	-1	-5	-3	-1.6	8	-4	-6	5.5
Cc1ccc(CNC(=O)c2cc3c(=O)n4ccccc4nc3n(Cc3ccco3)c2=N)cc1	0	-2	-2	-5	-3	-2.4	13	2	-3	1.3
Cc1cc(C)cc(NC(=O)C(=O)NCC2CCCO2)c1 (stereo unspecified)	20	-19	-1	-3	-7	-0.7	5	-2	-3	0.4
O=C(Nc1cn(-c2ccccc2)nc1-c1ccc(Cl)cc1)c1ccccc1	2	-16	0	-2	-4	0.8	-4	0	1	-1.2
COc1cccc(NC(=O)c2ccc3c(c2)OCCO3)c1	-5	-33	12	-7	-10	-2.0	11	-4	2	2.6
O=C(CSc1nnc(Cn2c(=O)sc3ccccc32)n1-c1ccccc1)N1CCCC1	10	7	-3	-7	3	0.6	-3	-10	1	-0.7
O=C(COc1ccc(S(=O)(=O)NC2CCCCC2)cc1)N1CCN(c2ccc(F)cc2)CC1	.	-6	2	1	0	3.5	-20	-1	1	-0.9
Cc1cc(Nc2cccc(C)c2C)n2ncnc2n1	3	2	-1	-8	5	-0.2	1	0	0	1.1
COc1ccc(NC(=O)NCc2ccc3c(c2)OCO3)cc1OC	0	-8	5	-3	-2	-2.0	11	5	2	-0.8
C=CCOCCN1C(=O)C2C3C=CC(C2C1=O)C1C2C(=O)N(CCOCC=C)C(=O)C2C31 (stereo unspecified)	-4	-15	5	-7	2	3.5	-22	7	-2	2.1
COc1ccccc1CNC(=O)CCn1c(=O)[nH]c2ccsc2c1=O	.	2	-1	-4	4	-2.6	12	-2	-2	0.1
Cc1ccc2c(CSc3nncs3)cc(=O)oc2c1	-1	12	5	5	3	-1.5	9	-1	-1	1.4
CCOC(=O)C(=NCC1CCCO1)NNc1ccccc1Cl (stereo unspecified)	.	-10	-2	-1	-4	-0.7	4	-2	1	-0.1
Cc1ccc(S(=O)(=O)N2CCC(C(=O)N3CCC[C@H]3C(=O)NCc3ccco3)CC2)cc1	-3	-3	1	0	4	-0.6	3	-6	-1	0.3
CSc1nnc2c(n1)OC=Nc1ccccc1-2	.	2	0	-5	15	-2.7	14	-4	5	0.1

Rewritten with each value named: part of the list above.
compound: COc1ccc(NC(=O)NCc2ccc3c(c2)OCO3)cc1OC
  CAL PDZ FP: 0
  HTR5A inv ag: -8
  HTR5A ag ctr: 5
  Keap1-Nrf2 PPI: -3
  cardiac RTF act: -2
  OPRM1-OPRD1 ag: -2.0
  MOR-DOR inv ag: 11
  Cardiac RTF inh: 5
  V-ATPase pH: 2
  C-LANA FP: -0.8

compound: O=[N+]([O-])c1ccccc1S(=O)(=O)N1CCN(c2ccccn2)CC1
  CAL PDZ FP: -1
  HTR5A inv ag: 4
  HTR5A ag ctr: -1
  Keap1-Nrf2 PPI: -5
  cardiac RTF act: -3
  OPRM1-OPRD1 ag: -1.6
  MOR-DOR inv ag: 8
  Cardiac RTF inh: -4
  V-ATPase pH: -6
  C-LANA FP: 5.5

Later entries.
Structure	CAL PDZ FP	HTR5A inv ag	HTR5A ag ctr	Keap1-Nrf2 PPI	cardiac RTF act	OPRM1-OPRD1 ag	MOR-DOR inv ag	Cardiac RTF inh	V-ATPase pH	C-LANA FP
C=CCOC(=O)C1=C(C)NC(C)=C(C(=O)OCC=C)C1c1ccco1	1	-14	-2	-5	6	1.7	-9	-1	5	-0.7
O=C(COC(=O)C1=COCCO1)Nc1ccc(Oc2ccccc2)cc1	1	-6	2	-3	2	-0.2	1	-6	5	0.5
Cc1cc(N2CCN(c3ccccn3)CC2)n2nc(C)nc2n1	-4	-10	4	-1	-2	-2.5	11	-5	8.4*	-3.0
O=C1[C@H]2[C@@H](C(=O)N1c1cccc3ccccc13)C1(C(=O)c3ccccc3C1=O)N1CCC[C@@H]21	2	13	0	1	6	-1.9	11	6	4	1.7
O=C(CCCOc1ccccc1)N1CCN(S(=O)(=O)c2ccccc2)CC1	-5	-6	3	-1	-2	-1.4	6	-9	1	1.3
CCOC(=O)/C=C/C(=O)OCc1csc(CC(=O)Nc2ccccc2C)n1	-2	-7	4	-11	-1	2.4	-13	-8	-2	-0.3
CCn1c(=O)c(C(=O)NNC(=O)c2ccccc2)c(O)c2ccccc21	0	-10	4	-1	0	-2.2	12	-13	-1	-1.3

Of the compounds above, these contain a tert-butyl group.
Structure	CAL PDZ FP	HTR5A inv ag	HTR5A ag ctr	Keap1-Nrf2 PPI	cardiac RTF act	OPRM1-OPRD1 ag	MOR-DOR inv ag	Cardiac RTF inh	V-ATPase pH	C-LANA FP
Cc1ccc(C(=O)Nc2nc(C(C)(C)C)cs2)s1	-1	12	0	0	-2	0.3	-1	9	4	0.6
CC(C)(C)c1ccc(C(=O)N2CCN(c3ncccn3)CC2)cc1	2	6	-1	-9	-4	-0.2	1	-14	2	1.9

Random draw from the library (roughly 2.8% active in at least one column).
